DNMT1 block: inhibitors of human DNMT1 | P26358 | DNMT1 molecular beacon, Hinp1I cleavage, fluorescence | inhibition (reported as % activation of signal), % at 10 µM | actives 0.83% (n = 360,000); in the data active = inhibition above about 50%
MT1-MMP act inh: blocks activation of human MT1-MMP; P50281; HT1080 RFP-PRO-GFP cells, GFP/RFP ratio fluorescence, overnight; percent of plate control window, DMSO zero; GFP/RFP ratio change, % at 20 µM; actives 0.061% (n = 360,000); AID 651647;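 active = GFP/RFP ratio change of at least 30% with cell ATP level not reduced by more than half and red fluorescence within 50% of control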; also: strong numbers were not always called active
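Material: RFP-PRO-GFP reporter HT1080 cells. Dosing: single-point 20 µM compound, 1% DMSO. Controls: DMSO and RFP-L50D-GFP cell wells. Timing: cells overnight before dosing, compound overnight, 37 °C, 5% CO2. Measure: GFP/RFP fluorescence ratio.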
Rpn11 inh: blocks the human proteasome subunit Rpn11; O00487; human 26S proteasome, Ub4-pepOG fluorescence polarization; 20S core pre-blocked with epoxomicin; calls only at 20 µM; actives 0.59% (n = 360,000);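 active = inhibition at 20 µM, scaled to each plate's controls, above about 33%, limit read from the data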
SUMO1-SIM PPI: SUMO1-SIM interaction modulation; P63165; SUMO1 binding to a labelled peptide, TR-FRET, 1 h; inhibition, % at 20 µM; actives 0.33% (n = 360,000); in the data active = inhibition above about 37%
CendR NRP1 mod: modulators of CendR peptide binding to human neuropilin-1; AID 602438; inhibition, % at 25 µM; FAM-RPARPAR peptide binding to NRP-1, fluorescence polarization; O14786; actives 0.85% (n = 360,000);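 active = inhibition or corrected inhibition above about 18%, plus a signal ratio from 0.5 to 1.5, limit read from the data, passing the limit was not always enough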; also: strong numbers were not always called active
Scp-1 inhibitor: blocks human Scp-1 phosphatase activity; Q9GZU7; Recombinant Scp1, phosphopeptide, malachite green phosphate absorbance; inhibition, % at 20 µM; actives 0.88% (n = 340,000);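 active = inhibition above about 50% at 20 µM, limit read from the data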;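 also: plate controls were DMSO wells with enzyme for no effect and wells lacking enzyme for full effect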
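Material: truncated SCP-1 phosphatase (76-261aa) / Buffer or medium: 50 mM Tris acetate pH 5.5, 0.005% Tween-20, 10 mM MgCl2 / Compound dosing: one concentration, 20 µM, with 1.0% DMSO / Incubation: 45 min room-temperature reaction, 5 min colour, 30 min stabiliser / Detection: colorimetric free-phosphate detection, absorbance 630 nm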
SKN-1 inh: blocks SKN-1 activity in C. elegans; C. elegans VP596 Pgst-4::GFP/RFP ratio, acrylamide-induced, 24 h; inhibition, % at 21.8 µM; actives 0.49% (n = 360,000);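 active = interference check ratio from 0.5 to 1.5 plus GFP to RFP signal ratio inhibition reaching or exceeding a fixed threshold, cut at about 30% in these data, passing the limit was not always enough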; also: some compounds called inactive have numbers as strong as hits
LMPTP block: blocks human LMPTP phosphatase | actives 0.22% (n = 360,000) | inhibition, % at 20 µM | P24666 | recombinant LMPTP-A, OMFP fluorogenic substrate, fluorescence intensity | AID 651560;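 active = compounds that cut the enzyme signal by at least half of the control window in the single-dose screen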;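 also: plate controls were DMSO wells with enzyme plus substrate for no effect and substrate without enzyme for full effect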
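Test system: LMPTP-A phosphatase enzyme. Amount: LMPTP-A at 0.625 nM final in the reaction. Reagent: OMFP substrate, 400 µM final. Times: 50 min at room temperature. Signal: endpoint fluorescence intensity from OMFP dephosphorylation. Read-out basis: % inhibition. Benchmarks: no-enzyme and uninhibited controls.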
NadD inh: blocks S. aureus nicotinate mononucleotide adenylyltransferase; actives 0.78% (n = 360,000); purified NadD enzyme, colorimetric absorbance read-out; AID 602399; inhibition, % at 20 µM; in the data active = inhibition above about 26%; also: some compounds past the cut are filed as inactive
STEP block: inhibitors of human striatal-enriched phosphatase STEP. actives 0.25% (n = 360,000). recombinant STEP, OMFP fluorogenic substrate, fluorescence. inhibition, % at 20 µM. AID 588621. P54829;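 active = inhibition at 20 µM, scaled per plate between control wells, above about 37%, limit read from the data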;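 also: 0% = DMSO with enzyme and substrate and 100% = substrate only without enzyme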
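Assay system: isolated STEP enzyme / Timing: 20 min at room temperature, dark / Doses: 20 µM, 1% DMSO / Technique: fluorescence intensity, excitation 480 nm, emission 540 nm / Reagent: fluorogenic phosphatase substrate OMFP at 25 µM final / Measure: percent inhibition scaled to no-enzyme and uninhibited-enzyme controls, plate-pattern corrected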
* = called active by the depositor; i = inactive; · = not tested or not shown.

SMILES	DNMT1 block	MT1-MMP act inh	Rpn11 inh	SUMO1-SIM PPI	CendR NRP1 mod	Scp-1 inhibitor	SKN-1 inh	LMPTP block	NadD inh	STEP block
Cc1ccc(/C=c2/sc3nnc(-c4ccccc4Cl)n3c2=O)o1	22	-5	i	19	-42	49	-7	0.7	12	5
COc1ccccc1OCC(=O)OCC(=O)Nc1sccc1C(N)=O	9	2	i	7	-11	23	6	4.4	-8	0
Cc1ccnc(NS(=O)(=O)Cc2ccccc2)c1	0	2	i	-1	0	0	4	-0.7	2	-4
CN(C)c1ccnc2sc3c(=O)n(Cc4ccccc4)cnc3c12	1	-13	i	-2	-6	-4	7	0.9	-1	-9
Cc1c(C(=O)Nc2cc(F)ccc2F)sc2nc3n(c(=O)c12)CCCCC3	-3	2	i	3	-4	-6	15	-0.7	-2	-1
Cc1cc(/C([O-])=C(/C(=S)Nc2ccc(F)cc2)[n+]2ccccc2)c(C)n1-c1ccc(F)cc1	-9	0	i	-10	-23	2	12	0.7	16	1
CCN(Cc1ccncc1)C(=O)CCc1nnc(CCc2ccccc2OC)o1	9	0	i	0	1	-7	7	-3.5	0	-3
O=[N+]([O-])c1ccc(/C=N/Nc2nc(NCc3ccccc3)nc(N3CCOCC3)n2)cc1	0	6	i	24	16	-8	-5	5.8	15	0
COc1cc(/C=C/C(=O)OCC(=O)NCc2ccco2)ccc1O	-7	-7	i	-14	2	-3	-4	-0.9	-1	-1
CN(Cc1cccnc1)Cc1cn[nH]c1-c1ccc(-c2ccccc2)cc1	-11	-1	i	4	4	-14	9	-0.7	-2	-2
CCOC(=O)Cn1c(=O)n(Cc2ccccc2)c(=O)c2cccnc21	2	1	i	4	3	-13	9	0.6	-3	3
O=C(NC(=S)Nc1ccccn1)c1cncc(Br)c1	-3	0	i	3	8	25	53	-0.8	-5	0
COc1ccc2cc3cc(C(=O)N4CC(C)CC(C)C4)oc3nc2c1 (configuration not stated)	2	3	i	-30	-4	1	-6	1.8	3	0
CCc1cc(=O)oc2cc(OC(C)C(=O)N3CC[C@@]4(O)CCCC[C@H]4C3)ccc12 (some centres not stated)	0	1	i	3	-11	·	3	-0.3	-4	6
COC(=O)c1sc2nc(C)nc(SCC(=O)C(C)(C)C)c2c1C	-2	0	i	-13	6	-13	-9	2.3	-2	2
O=C(COC(=O)/C=C/c1cccs1)Nc1ccc2ccccc2c1	-6	5	i	-1	2	-8	-8	1.2	3	2
c1ccc(Nc2nnc(-c3cccnc3)s2)cc1	3	1	i	-12	0	-12	5	0.2	-3	-2
N#CCc1nnc2n1-c1ccccc1CCC2	0	2	i	-2	-1	0	17	-1.6	-4	0
O=C(Nc1ccc(C(=O)O)cc1)/C(=C\C=C\c1ccccc1)NC(=O)c1ccccc1Cl	2	5	i	-21	-2	-7	5	-0.3	6	0
CC(=O)c1cccc(NC(=O)C2CCN(C(=O)c3ccccc3Cl)CC2)c1	3	2	i	-1	12	-5	7	0.7	-3	1
COc1ccccc1N1CCN(C(=O)CSc2nnc3c4ccccc4n(CC(=O)O)c3n2)CC1	3	0	i	1	6	-5	3	-0.1	0	0
CN(Cc1cnn(C)c1)S(=O)(=O)c1cccc([N+](=O)[O-])c1	0	0	i	-15	5	-2	2	0.2	-2	7
O=C(NNC(=O)c1ccc([N+](=O)[O-])cc1)NC1CCCCC1	1	1	i	-20	10	-7	-4	-1.8	-5	-2
N#CC1=C(N)OC2=C(C(=O)CCC2)C12C(=O)N1CCCc3cccc2c31 (configuration not stated)	3	1	i	-1	-4	-11	1	-0.6	2	5
O=C(Cn1nnc2ccccc2c1=O)NCCc1ccccc1	-1	-3	i	-9	1	-8	3	-0.4	-3	-2
COCCNC(=S)N(CCc1c(C)[nH]c2ccc(Cl)cc12)Cc1cccnc1	-8	1	i	4	-10	-4	0	0.0	-3	0
CCCN(CC(=O)Nc1cc(Cl)ccc1Cl)C(=O)c1ccc2n[nH]nc2c1	-2	10	i	0	0	-1	0	0.4	1	-1
COCCCN(C(=S)Nc1c(C)cc(C)cc1C)C(C)c1ccncc1 (configuration not stated)	3	1	i	2	-3	-4	-6	-1.4	-3	20
CN(C)S(=O)(=O)c1ccc(C(=O)Nc2nc3ccccc3[nH]2)cc1	0	5	i	3	-2	-8	-5	0.1	0	0
COc1ccc(-c2cc(C(=O)NCCCN3CCCC3=O)c3ccccc3n2)cc1	-8	·	i	-106	-6	-10	-1	-7.7	6	-2

Ordered by heavy-atom count (rising): 4 of the compounds above
SMILES	DNMT1 block	MT1-MMP act inh	Rpn11 inh	SUMO1-SIM PPI	CendR NRP1 mod	Scp-1 inhibitor	SKN-1 inh	LMPTP block	NadD inh	STEP block
O=C(Cn1nnc2ccccc2c1=O)NCCc1ccccc1	-1	-3	i	-9	1	-8	3	-0.4	-3	-2
COCCCN(C(=S)Nc1c(C)cc(C)cc1C)C(C)c1ccncc1 (configuration not stated)	3	1	i	2	-3	-4	-6	-1.4	-3	20
CCCN(CC(=O)Nc1cc(Cl)ccc1Cl)C(=O)c1ccc2n[nH]nc2c1	-2	10	i	0	0	-1	0	0.4	1	-1
COc1ccccc1N1CCN(C(=O)CSc2nnc3c4ccccc4n(CC(=O)O)c3n2)CC1	3	0	i	1	6	-5	3	-0.1	0	0

Further results:
SMILES	DNMT1 block	MT1-MMP act inh	Rpn11 inh	SUMO1-SIM PPI	CendR NRP1 mod	Scp-1 inhibitor	SKN-1 inh	LMPTP block	NadD inh	STEP block
Nc1cc2c(cc1C(=O)c1ccccc1)OCCO2	-1	7	i	-11	4	-3	1	0.5	-1	-6
Cc1ccccc1NS(=O)(=O)c1ccc(C(=O)NCc2ccccc2CN2CCCC2)cc1	-3	-2	i	1	8	·	-11	1.0	3	2
CCC(C(=O)OC(C)C)c1ccc2ccccc2c1 (configuration not stated)	6	-4	i	-2	-2	-4	10	-0.2	-10	4
CCCCC(=O)N(C)c1c(C)nc2ccc(C(=O)N3CCN(S(=O)(=O)CC)CC3)cn12	-1	-3	i	-2	-5	·	17	-5.0	-4	2
CCCn1c(Nc2cccc(OC)c2)nc2ccccc21	3	-3	i	7	2	-5	12	8.4	0	-1
CC(=O)Oc1ccc2c(=O)c(N3C(=O)c4ccccc4C3=O)c(C)oc2c1C	0	0	i	14	6	-15	-14	-0.3	0	-2
Cc1ccc(NC(=O)c2ccc3c(c2)NC(=O)CS3)nc1	1	4	i	12	-13	3	3	-0.5	2	2
CC(C)(CO)CNC(=O)CCc1nnc(Cc2ccc(-c3ccccc3)cc2)o1	1	6	i	-1	-11	-5	0	0.6	-3	-6
C=CCNC(=S)N1CCN(c2ncc(C(F)(F)F)cc2Cl)CC1	2	9	i	0	0	-10	-5	1.1	-3	1
CCOc1ccccc1OCCCC(=O)N1CCN(S(=O)(=O)c2ccc(C)cc2C)CC1	2	-6	i	0	9	-3	3	1.8	0	1
NC1=C([N+](=O)[O-])C(c2ccc(F)cc2)C2=C(CCCC2=O)O1 (configuration not stated)	1	-7	i	-13	-10	-1	4	-0.9	-2	-2
COc1ccc(-c2cc(C(=O)Nc3cccnc3)no2)cc1OC	1	2	i	-3	4	9	6	-0.5	-3	-4
Clc1ccccc1Cn1nnc2c(N3CCCC3)ncnc21	2	2	i	0	-14	6	0	-0.3	-4	-3
Cc1cccc(/C=C/c2nc3ccccc3c(=O)n2Cc2ccccc2)c1	-2	-10	i	0	-8	7	5	3.3	6	3
Cc1cc(C(=O)NCCN2CCCCC2C)n(-c2ccccc2)n1 (configuration not stated)	14	-1	i	-2	7	-13	-12	-0.6	1	0
COc1cccc(-c2cc(C(F)(F)F)nc(-n3cccn3)n2)c1	-3	-8	i	5	10	-5	8	0.0	-5	1
COc1ccc([N+](=O)[O-])cc1-c1nc2ccccc2nc1-c1ccccc1	-4	4	i	-9	-1	-8	5	0.7	-6	-4
Clc1ccc(-n2nnnc2CN2CCCCC2)cc1Cl	3	-3	i	3	-6	-6	-9	-0.8	-3	-1
COc1ccc(NC(=O)CN2CCCCCC2)cc1OC	0	-1	i	2	1	-3	-2	-0.6	-1	3
Cc1ccc(S(=O)(=O)CC(=O)Nc2nccs2)cc1	4	1	i	3	-4	-9	15	-1.6	-5	4
CC#CCN1c2ccccc2[C@]23C[C@@H](C(=O)OC)N(C(=O)c4cc(C)oc4C)C2=NC(C(=O)OC)=C(C(=O)OC)[C@H]13	-7	-3	i	1	14	-10	17	1.6	0	-1
Cc1ccc(-n2c(Cl)c(Cl)[nH]c(=O)c2=O)cc1	2	-5	i	-13	-2	-3	6	-1.5	3	-1
COC(=O)CCc1nc2ccccc2[nH]c1=O	-2	0	i	1	-10	-10	11	-0.7	0	0
O=C(CSc1nc(O)cc(=O)[nH]1)Nc1ccc2c(c1)CCC2	-3	2	i	-2	-3	-3	46*	-0.8	5	9
CCn1cc(Cl)c(C(=O)NNC(=O)CCn2ccc([N+](=O)[O-])n2)n1	0	3	i	-5	8	-2	9	-0.6	0	-3
O=S(=O)(c1ccc(F)cc1)n1cnc2ccccc21	1	-6	i	-2	-5	6	-16	-2.3	-5	1
CN1CCN(c2ccc(NC(=O)CSc3ccccc3)cc2F)CC1	-1	3	i	3	2	0	1	0.4	-4	-2
COc1ccc(S(=O)(=O)N2CCOCC2)cc1NC(=O)Cc1c(F)cccc1Cl	-1	-1	i	1	-5	-1	4	-0.2	-2	-3
O=C1c2ccccc2-c2c1c1ccccc1c(=O)n2CCO	8	-1	i	-29	16	7	19	3.0	-1	1
CCN1C(=O)[C@H]2[C@@H](c3ccc(C)cc3)N3C(=O)N(c4ccc(C)cc4)C(=O)[C@@]3(CC)[C@H]2C1=O	-1	-4	i	0	15	-2	10	-2.3	-5	0
COc1cccc(CNC(=O)CSC(=S)N2CCCC2)c1	2	1	i	3	2	-8	6	-0.7	-6	-1
CC(C)Oc1ccc(S(=O)(=O)N2CCOCC2)cc1NC(=O)CN1C(=O)c2ccccc2C1=O	-2	1	i	-4	4	-10	-7	-0.2	-2	-3
Cc1sc2ncnc(N/N=C/c3cccc(O)c3)c2c1C	-5	0	i	-1	6	-10	12	2.7	-7	-5
COc1ccc(/C=N/NC(=O)c2nc(-c3ccccc3)n(-c3ccccc3)n2)cc1OC	0	0	i	6	-7	-7	10	0.2	2	-5
CCn1c(SCC(=O)Nc2nonc2C)nnc1-c1ccco1	4	-3	i	0	12	2	-12	-1.4	0	-4
CCc1nn2c(=O)c(S(=O)(=O)Nc3ccc(C(C)C)cc3)c(C)nc2s1	2	-5	i	9	6	-10	-5	0.5	3	0
